Compound activity as filed in PubChem BioAssay.
CHT allo act: CHT positive allosteric modulators, primary screen, cell-based, membrane potential dye, choline EC20; CHT-expressing cells; active compounds read high; LV-AA mutant CHT in HEK293 cells; B-score at 10 µM; actives 0.49% (n = 310,000);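 active = initial fluorescence not abnormally high and integrated response B-score, plate-corrected, over 3 SD above library mean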
Target sequence (Q9GZV3 whole entry, looked up): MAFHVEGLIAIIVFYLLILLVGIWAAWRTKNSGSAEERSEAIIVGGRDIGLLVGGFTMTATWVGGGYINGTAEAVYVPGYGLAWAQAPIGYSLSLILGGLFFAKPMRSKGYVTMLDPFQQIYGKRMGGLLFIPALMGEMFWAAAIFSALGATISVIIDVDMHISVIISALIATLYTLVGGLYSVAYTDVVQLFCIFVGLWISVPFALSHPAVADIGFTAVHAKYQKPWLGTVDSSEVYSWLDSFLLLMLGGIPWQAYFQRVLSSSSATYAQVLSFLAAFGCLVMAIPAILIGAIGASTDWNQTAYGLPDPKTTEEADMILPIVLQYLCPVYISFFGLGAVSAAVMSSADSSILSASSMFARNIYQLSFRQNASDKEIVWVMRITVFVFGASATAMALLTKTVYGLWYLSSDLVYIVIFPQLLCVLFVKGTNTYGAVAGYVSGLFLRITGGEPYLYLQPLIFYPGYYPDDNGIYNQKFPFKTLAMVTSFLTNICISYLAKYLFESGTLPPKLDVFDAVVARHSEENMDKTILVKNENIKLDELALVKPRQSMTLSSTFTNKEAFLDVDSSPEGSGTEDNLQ
OX1R antagonist: OX1R (HCRTR1) antagonists, primary screen, fluorescence, CHO/OX1R cells, Fluo-8 calcium, orexin A; Fluo-8 calcium fluorescence; inhibition, % at 5 µM; actives 0.43% (n = 330,000); Orexin/Hypocretin receptor type 1 (Homo sapiens), O43613; AID 434989, 2010;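 active = inhibition above its plate's threshold, mean inhibition of all tested compounds on the plate plus 3 SD, cut at about 37% in these data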;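 also: 0% = orexin A challenge wells and 100% = SB-334867-A antagonist wells; not every result past the cut was called active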
Target sequence (O43613 whole entry, looked up): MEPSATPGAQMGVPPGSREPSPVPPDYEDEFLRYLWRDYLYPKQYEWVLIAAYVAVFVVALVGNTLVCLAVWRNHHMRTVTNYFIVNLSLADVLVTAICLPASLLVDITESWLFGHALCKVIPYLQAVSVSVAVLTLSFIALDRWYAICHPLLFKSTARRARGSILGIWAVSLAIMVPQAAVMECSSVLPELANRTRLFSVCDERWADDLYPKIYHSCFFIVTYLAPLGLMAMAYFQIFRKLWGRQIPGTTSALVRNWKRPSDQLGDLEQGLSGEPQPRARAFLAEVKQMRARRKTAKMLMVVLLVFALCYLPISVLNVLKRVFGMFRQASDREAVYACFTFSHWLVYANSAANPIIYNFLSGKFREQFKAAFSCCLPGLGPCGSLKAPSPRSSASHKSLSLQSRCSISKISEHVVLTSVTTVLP
An asterisk follows results filed as active; i = inactive; x = not tested or not shown. Random draw from the library; 0.8% or so of the library scored in one or more.

SMILES	CHT allo act	OX1R antagonist
COc1ccc(-c2cc(C(=O)NCc3cn(C)nc3C)c3ccccc3n2)cc1OC	i	-24
Cc1cccc(N2CCN(S(=O)(=O)c3ccc4c(c3)CC(C)N4C(=O)C3CC3)CC2)c1C (configuration not stated)	i	-12
COc1ccccc1N1CCN(Cc2cc(Br)c(O)c3ncccc23)CC1	i	-13
COc1ccc(-c2csc(NCCc3nc4cc(Cl)c(Cl)cc4n3CCCO)n2)cc1	i	-2
CCC(CC)NCc1ccc2c(c1)c1ccccc1n2CC	i	-8
O=C(Nn1c(SCc2ccc([N+](=O)[O-])cc2)nc2ccccc2c1=O)c1ccc(F)cc1	i	0
Cc1cccc(-n2c(C)nc3c(cnn3-c3ccc(F)cc3)c2=O)c1	i	28
CC1Cc2ccccc2N1CC(=O)Nc1ccc(N2CCOCC2)cc1 (configuration not stated)	i	-25
CS(=O)(=O)N1CCC(C(=O)Nc2cccc(C(F)(F)F)c2)CC1	i	-12
CC(C)c1ccc(NC(=O)C2CSC3(C)CCC(=O)N23)cc1 (configuration not stated)	i	-1
COC(=O)c1ccccc1N/C=C1\CCc2c(c(C)nn2-c2ccccn2)C1=O	i	-20
CN(C)CCNC(=O)NC1CCCCC1	i	3
O=C(COC(=O)c1ccccc1Br)Nc1ccc2[nH]c(=O)[nH]c2c1	i	-4
CCCCN1CCc2c([nH]c3c(C)cccc23)C1=O	i	-13
Cc1cccc(C)c1OCC(=O)N(Cc1ccco1)C1CCS(=O)(=O)C1 (configuration not stated)	i	-11
COc1ccccc1CNC(=O)c1cc2c(C)nn(Cc3ccc(F)cc3)c2s1	i	29
CCN1CCN(C(=O)CN(CC)S(=O)(=O)c2ccc(F)cc2)CC1	i	-15
Brc1ccc(CNCc2cccs2)cc1	i	-17
C=C1SC(=Nc2ccccc2Cl)N(C(=O)c2sc3ccccc3c2Cl)C12CCCCC2	i	-33
CCC(Oc1cccc(C)c1)C(=O)Nc1ccccc1C(=O)N1CCOCC1 (configuration not stated)	i	-20
CN(C)c1ccc(/C=N/NC(=O)CNC(=O)c2ccncc2)cc1	i	-3
CCn1c(SCC(=O)Nc2ccc(C(=O)OC)cc2)nc2cccnc21	i	-52
Cc1cc2c(cc(C(=O)N3CCC(C(=O)NC4CCCC4)CC3)n2Cc2c(F)cccc2Cl)o1	i	-31
COc1ccccc1OCCNC(=O)c1ccc(Br)cc1	i	-5
O=C(NC1CCCCC1)N1CCCCCCC1	i	-5
O=C(CSc1cccc(C(F)(F)F)c1)Nc1cc(S(=O)(=O)N2CCCC2)ccc1Cl	i	-14
COC(=O)CCCC(=O)NCC1(N(C)Cc2ccccc2)Cc2ccccc2C1	i	-25
Cc1ccc(C(=O)CCC2CCCCC2=O)cc1 (configuration not stated)	i	3
Cn1c(CNC(=O)CNS(=O)(=O)c2ccccc2)cc(=O)n(C)c1=O	i	-4
CC(NC(=O)CCC(=O)c1ccc(F)cc1)C1CC2CCC1C2 (configuration not stated)	i	-24
CCOc1ccc(S(=O)(=O)N2CCC(C(=O)NC3CCCC3)CC2)cc1	i	-8
CC1(c2nnc(-c3cccc(Cl)c3)o2)CC(c2c(Cl)cccc2Cl)=NO1 (configuration not stated)	i	-51
Cc1ccc(NS(=O)(=O)c2ccc(Cl)c(C(=O)Nc3cccc(C(=O)O)c3)c2)cc1	i	0
CC(NC(=O)CCc1nnc(-c2ccc(-c3ccccc3)cc2)o1)c1nccs1 (configuration not stated)	i	3
CCCCOC(=O)CSC1=C(C#N)C(c2cccnc2)C(C(=O)OCC)=C(c2ccccc2)N1 (configuration not stated)	i	-26
CCOC(=O)CN1C(=O)C(=O)N(Cc2ccccc2F)C1=O	i	-4
COc1cc(/C=C2/NC(=O)N(Cc3ccccc3F)C2=O)cc(OC)c1O	i	-7
Cc1ccc(S(=O)(=O)N2CCCCC2)cc1NC(=O)Cc1c[nH]c2ccccc12	i	-11
O=C(Nc1ccccc1)NC1(C(=O)N2CCC(O)CC2)CCCCC1	i	1
CCCc1cc(=O)[nH]c(NCCc2ccccc2)n1	i	-9

Nothing new here: an excerpt of the list.
SMILES	CHT allo act	OX1R antagonist
CN(C)c1ccc(/C=N/NC(=O)CNC(=O)c2ccncc2)cc1	i	-3
CCn1c(SCC(=O)Nc2ccc(C(=O)OC)cc2)nc2cccnc21	i	-52
Cc1cc2c(cc(C(=O)N3CCC(C(=O)NC4CCCC4)CC3)n2Cc2c(F)cccc2Cl)o1	i	-31
COc1ccccc1OCCNC(=O)c1ccc(Br)cc1	i	-5
O=C(NC1CCCCC1)N1CCCCCCC1	i	-5

New compounds follow
SMILES	CHT allo act	OX1R antagonist
Fc1ccc(-c2nnc(CSc3nnc4ccccn34)o2)cc1	i	0
Cc1cc(C(F)(F)F)nn1CC(=O)N(C)C1CCCCC1	i	-5
Cc1cc(OCC(O)CN2CCc3ccccc3C2)cc(C(C)C)c1 (configuration not stated)	i	-26
CCOc1cc(/C=N/N2C(=O)NC3(CCCCC3)C2=O)cc(Br)c1O	i	-14
Cc1cccc(NC(=S)NNC(=O)c2csc3c2CCC(C)C3)c1 (configuration not stated)	i	-22
O=C(Cc1noc2ccccc12)NNC(=S)Nc1ccccc1	i	-20
Cc1occc(=O)c1OCc1c(F)cccc1Cl	i	-24
Cc1cc(NC(=O)c2cc(S(=O)(=O)N3CCCCC3)ccc2C)no1	x	-17
Cc1ccc2nc(C)cc(C(=O)Nc3nccs3)c2c1	i	-34
Cc1cc2oc(C(=O)NCCc3ccc(S(N)(=O)=O)cc3)c(C)c2cc1C	i	-18
Cc1ccc(N2C3=C(C(=O)CC(C)(C)C3)C(c3cn(C)nc3C)C3=C2CC(C)(C)CC3=O)cc1	i	-18
CC(=O)c1nn(-c2cccc(Cl)c2)cc1C(=O)c1ccco1	i	-19
COCCCNC(=O)CCn1c(=O)c2ccccc2n(CC(=O)Nc2ccc(C)cc2C)c1=O	i	1
O=c1cc(-c2ccccc2)nc2nc[nH]n12	i	2
Cc1ccc(S(=O)(=O)NCCC(=O)NNc2c(F)c(F)cc(F)c2F)cc1	x	-11
O=C(Nc1nc2c(s1)CCCC2)C1CCCN1C(=O)c1cccs1 (configuration not stated)	i	-41
C/C(=N\NC(N)=O)c1ccc(Cl)s1	i	-4
CC(C)NC(=O)c1nn2c(C(F)(F)F)cc(-c3ccco3)nc2c1Cl	i	-2
CN(C)S(=O)(=O)c1ccc(C(=O)OCC2COC(C)(C)O2)cc1 (configuration not stated)	i	-10
O=S(=O)(c1ccc(Cl)cc1)N1CCN=C1SCc1ccc(Cl)c(Cl)c1	i	-18
CCC(C)NCCOCCOc1ccc(Cl)c(C)c1C (configuration not stated)	i	-19
COc1ccc(S(=O)(=O)Nc2ccc(S(=O)(=O)N3CCOCC3)cc2)cc1	i	-11
COc1cccc(CNC(=O)C2CCN(c3nn4c(=O)cc(C)nc4s3)CC2)c1	i	-18
COC(C(=O)N/N=C/c1ccc(OCC(=O)N2CCOCC2)cc1)c1ccccc1 (configuration not stated)	i	-17
CC(c1ccccc1)N1C(=O)c2ccccc2C1O (configuration not stated)	i	-13
Cn1ccnc1C(O)(c1nnc(-c2ccccc2)o1)C(F)(F)F (configuration not stated)	i	-2
c1ccc2nc3c(nc2c1)c1ccccc1n3CCN1CCOCC1	i	-9
O=C(NCCN1CCOCC1)C(=O)NCC1CCCO1 (configuration not stated)	i	-1
O=C(CNCc1ccccc1)NCCCN1CCCC1=O	i	-6
O=C(CSc1ncnc2ccccc12)NCC(=O)c1ccccc1	i	-10
Cc1c(C)n(C(=O)CSc2nncn2C)c2ccccc12	i	-18
Cc1c(C(=O)N(C)CCc2cnn(C)c2)oc2c(F)cccc12	i	-1
CC(c1ccco1)N(C(=O)c1cccc(S(=O)(=O)N(C)C)c1)c1ccccn1 (configuration not stated)	i	-10
Clc1ccc2nnnc(-c3ccccc3)c2c1	i	-2
CCCn1c(N2CCN(C(=O)NCc3ccccc3)CC2)nc2ccccc21	i	-41
CC1CCCCN1CCCn1c(=S)[nH]c2ccccc2c1=O (configuration not stated)	i	-20
CCc1ccc(NC(=O)CSc2nc3cc(C(=O)OC)ccc3c(=O)n2Cc2ccco2)cc1	i	-13
CCOC(=O)C1CCN(C(=O)C2CCCN(S(=O)(=O)c3ccc(OCC)c(Cl)c3)C2)CC1 (configuration not stated)	i	-1
COc1ccc(OC(=O)c2cn(C)nc2C(F)(F)F)cc1	i	-3
COc1ccc(CNC(=O)CC(C)S(=O)(=O)c2ccc3c(c2)NC(=O)CO3)cc1 (configuration not stated)	i	-24

Single records, as listed above. Order of screens: CHT allo act | OX1R antagonist
CCC(C)NCCOCCOc1ccc(Cl)c(C)c1C (configuration not stated) is listed as i | -19
CC(c1ccco1)N(C(=O)c1cccc(S(=O)(=O)N(C)C)c1)c1ccccn1 (configuration not stated) is listed as i | -10
O=C(CSc1ncnc2ccccc12)NCC(=O)c1ccccc1 is listed as i | -10

An excerpt from above in order of length of the SMILES, largest number first:
SMILES	CHT allo act	OX1R antagonist
CC(NC(=O)CCc1nnc(-c2ccc(-c3ccccc3)cc2)o1)c1nccs1 (configuration not stated)	i	3
O=C(CSc1ncnc2ccccc12)NCC(=O)c1ccccc1	i	-10
CC(c1ccccc1)N1C(=O)c2ccccc2C1O (configuration not stated)	i	-13

(further entries)
SMILES	CHT allo act	OX1R antagonist
O=C(O)/C=C/C(=O)Nc1ccc(O)cc1	i	-2
O=C(CSc1cccc(C(F)(F)F)c1)N1CCN(S(=O)(=O)c2ccccc2)CC1	i	-7
COc1ccccc1CN(C(=O)Cc1cccs1)C(C(=O)NC1CCCC1)c1ccncc1 (configuration not stated)	i	-18
COC(=O)c1ccc(Sc2ccccc2NS(=O)(=O)c2ccc(NC(C)=O)cc2)nc1	i	-11
COc1ccc(NC(=S)N2CCC(Cc3ccccc3)CC2)cc1	i	x
COc1ccccc1N1CCN(C(=O)c2cc(-c3ccccc3)on2)CC1	i	-26
COC(=O)CC/C(C)=N\Nc1ccc([N+](=O)[O-])cc1[N+](=O)[O-]	i	19
CCN(CC)CCN(Cc1cc2cc(C)ccc2[nH]c1=O)C(=S)Nc1ccccc1	i	-34
CC(=O)N1CCc2cc(S(=O)(=O)Nc3ccc(C)cc3C)ccc21	i	-12
COc1cc2cnc(-c3ccccc3)c(-c3cccc(C(F)(F)F)c3)c2cc1OC	x	-19
Cc1cc2c(c(=O)n1C)C(Cc1ccccc1)C(C#N)=C(N)O2 (configuration not stated)	i	-13
CCOC(=O)C1=C(N)OC2=C(C(=O)CCC2)C1c1sccc1C (configuration not stated)	i	-27
CCNC(=O)c1ccc(NC(=O)CC2SC(N3CCCCC3)=NC2=O)cc1 (configuration not stated)	x	-25
CCN(CCCNC(=O)C1CCN(S(=O)(=O)c2c(C)[nH]c(=O)[nH]c2=O)CC1)c1cccc(C)c1	i	-18
COc1ccc(C)cc1S(=O)(=O)n1c([N+](=O)[O-])cnc1C	i	10
O=C(COC(=O)CSc1ccc2ccccc2c1)NC1CC1	i	-11
O=C(c1c(F)cccc1F)N1CCN(c2ncc(Br)cn2)CC1	i	-9
Cc1ccc2cc(C#N)c(N3CCCN(C(=O)C4CCCO4)CC3)nc2c1C (configuration not stated)	i	-18
CCC(C)Oc1nc2ccccc2nc1NS(=O)(=O)c1ccccc1 (configuration not stated)	i	-9
Cc1ccc(NC(=O)N2CCCC2C(=O)NCc2ccc3c(c2)OCO3)cc1 (configuration not stated)	i	-14
CCCCCCNC(=O)CCNS(=O)(=O)c1ccc(C)cc1	i	-15
COC(=O)c1ccc(N2CCN(C)CC2)c(NC(=O)c2ccc(Br)o2)c1	i	-16
CNc1nc(-c2ccccc2)[n+](-c2ccc(C)cc2)s1	i	-18
O=C(/C=C/c1cccc([N+](=O)[O-])c1)N1CCOCC1	i	-9
CCCCc1cc(=O)oc2c(C)c(OCC(=O)N3C[C@H]4C[C@@H](C3)c3cccc(=O)n3C4)ccc12	i	-32
CCN(CC)C(=O)[C@H]1C[C@H](CC(=O)NCc2cccc(C(F)(F)F)c2)C(=O)N2CCc3c([nH]c4cc(CCC(=O)N(C)C)ccc34)[C@]12C	x	-6
O=C(COC(=O)C1CC2CCCC(C1)C2=O)c1cccc(Br)c1 (configuration not stated)	x	-9
CC(C)c1nc2cc(C(=O)NC(C)c3cnn(C)c3)ccc2o1 (configuration not stated)	i	-16
CC(C)Cn1c(-c2csc3c2CCCC3)n[nH]c1=S	i	-22
Cc1cccc(C)c1NC(=O)[C@@]1(CC(=O)O)CC(/C=C/c2ccccc2)=NO1	i	x
O=C(CCl)Nc1cn(-c2ccccc2)nc1-c1ccccc1	i	-6
CCC(=O)N1N=C(c2cccc(NS(C)(=O)=O)c2)CC1c1cccs1 (configuration not stated)	i	-13
